RORg inh: inhibitors of mouse ROR gamma transcriptional activity; P51450; Drosophila S2 Gal4-RORgamma UAS-luciferase reporter, 20 h; Potency, µM (highest dose often 53.6 µM), inactives show at the top dose activity change, negative = inhibition, most hits filed as inhibitors; hit rate 5.4% among 310,000; AID 2551; further: potency means the concentration at half of the fitted maximal effect; on the % scale 0 is the no-effect control and ±100 the full control effect; nearly all actives have a fitted effect of over 60% in size
Target sequence (P51450 whole entry, looked up, the tested form may be a part): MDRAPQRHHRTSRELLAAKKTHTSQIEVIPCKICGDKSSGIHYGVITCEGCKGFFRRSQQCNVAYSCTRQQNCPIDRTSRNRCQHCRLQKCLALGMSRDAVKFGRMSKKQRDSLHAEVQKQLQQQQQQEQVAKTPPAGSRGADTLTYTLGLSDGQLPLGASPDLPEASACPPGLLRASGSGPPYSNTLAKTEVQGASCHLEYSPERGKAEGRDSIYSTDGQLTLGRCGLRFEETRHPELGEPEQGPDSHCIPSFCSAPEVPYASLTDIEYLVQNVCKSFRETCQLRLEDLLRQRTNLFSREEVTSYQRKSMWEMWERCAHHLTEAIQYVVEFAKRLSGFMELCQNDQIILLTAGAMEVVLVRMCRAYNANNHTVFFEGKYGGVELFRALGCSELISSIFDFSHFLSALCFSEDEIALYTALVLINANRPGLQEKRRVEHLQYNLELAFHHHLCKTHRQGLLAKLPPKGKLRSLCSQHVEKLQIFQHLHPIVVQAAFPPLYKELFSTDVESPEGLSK
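Drosophila Schneider cells stably carrying a metallothionein-driven Gal4 DBD–ROR gamma fusion and a UAS-Photinus luciferase reporter were exposed to compound for 1 hr, then induced with copper sulfate (700 uM final) for 20 hr at ambient temperature before luminescence reading.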
VP16 counter: inhibits Gal4-VP16 luciferase reporter, ROR gamma counter-screen. Drosophila S2 Gal4-VP16 UAS-luciferase, luminescence, 20 h. AID 2546. hit rate 3.5% among 310,000. Potency, µM (highest dose often 53.6 µM), without a hit: at the highest dose activity, negative = inhibition, most hits filed as inhibitors;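 further: Gal4-VP16 expression switched on by copper sulfate through the metallothionein promoter; potency means the concentration at half of the fitted maximal effect; on the % scale 0 is the no-effect control and ±100 the full control effect; nearly all actives have a fitted effect of over 50% in size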
Tb PFK block: inhibitors of T. brucei phosphofructokinase; T. brucei PFK, ADP-Glo luminescence; Potency, µM (top dose mostly 57.5 µM), for the others: at the highest dose activity, negative = inhibition, usual class: inhibitors; AID 485367; hit rate 0.17% among 330,000;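 further: potency means the concentration at half of the fitted maximal effect; 0% = uninhibited 1x PFK enzyme wells and -100% = no-enzyme wells; nearly all actives have a fitted effect of over 60% in size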
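ADP-Glo luminescence quantified ADP after 45 min at room temperature, with 1.25 nM T. brucei PFK, 0.1 mM ATP and 0.5 mM fructose-6-phosphate in pH 8.0 TEA buffer. qHTS titrations up to 57 µM; curves classified by quality.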
Giardia killer: Giardia lamblia killing; hit rate 0.15% among 340,000; AID 540267; Giardia lamblia trophozoite viability; activity change, % at 7.66 µM, hits read low; in the data active means activity change below about -80%; inconclusive means between about -30% and that limit;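 further: parasites exposed to compound for two days anaerobically before the ATP read; on the % scale 0 is the no-effect control and ±100 the full control effect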
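Media and compound were dispensed first, then trophozoites at 100 cells/well; plates sat 48 hrs at 37 deg C without oxygen before ATP luminescence reagent was added and read after 15-30 min at room temperature.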
NPC1 prom act: activators of NPC1 promoter; hit rate 2.4% among 320,000; Huh7 NPC1 promoter luciferase reporter, 24 h; Potency, µM (top dose mostly 9.22 µM), for the others: at the highest dose activation, usual class: activators;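 further: potency means the concentration at half of the fitted maximal effect; % of control where 0% means no effect; nearly all actives have a fitted effect of over 60% in size; reporter is driven by a mutant NPC1 promoter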
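Huh7 reporter cells (NPC1 promoter driving luciferase) are dosed with compound for 24 h at 37 °C, 5% CO2; luciferase detection reagent is then added and luminescence measured after 10 min at ambient temperature.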
uPA surface inh: cell surface uPA generation inhibition; hit rate 0.31% among 330,000; cell surface uPA generation assay, qHTS; AID 540303; Potency, µM (doses to about 38.3 µM), for the others: at the highest dose activity change, negative = inhibition, actives largely listed as inhibitors; active means well fitted inhibition curve with a large enough effect; inconclusive means small, poorly fitted or top-dose-only effect; inactive means no such curve, though single readings can be large or run the other way; tested in mouse RAW 264.7 cells; further: potency means the concentration at half of the fitted maximal effect; on the % scale 0 is the no-effect control and ±100 the full control effect; nearly all actives have a fitted effect of over 55% in size
ELG1 genotox: induces genotoxicity in HEK293T cells with luciferase-tagged ELG1; AID 504466; hit rate 1.3% among 330,000; Potency, µM (highest dose often 46 µM), inactives show at the top dose activity change, positive = activation, hits mostly activators; HEK293T ELG1-luciferase reporter, luminescence, 16 h; further: potency means the concentration at half of the fitted maximal effect; % of control where 0% means no effect; nearly all actives have a fitted effect of over 60% in size
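DMSO vehicle served as control against compound-treated ELG1-luciferase HEK293T cells; exposure lasted 16 hr at 37 °C and 5% CO2, followed by ONE-Glo luminescence detection after 30 min.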
FLuc counter: inhibits or activates purified firefly luciferase, miR-21 counter-screen; P08659; purified FLuc, Km substrates, luminescence inhibition; Potency, µM (top dose mostly 57.5 µM), for the others: at the top dose activity change, negative = inhibition, most hits filed as inhibitors; hit rate 6.9% among 360,000;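 further: potency means the concentration at half of the fitted maximal effect; plate controls were vehicle for no effect and reference inhibitor for full effect; nearly all actives have a fitted effect of over 55% in size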
Target sequence (P08659 whole entry, looked up): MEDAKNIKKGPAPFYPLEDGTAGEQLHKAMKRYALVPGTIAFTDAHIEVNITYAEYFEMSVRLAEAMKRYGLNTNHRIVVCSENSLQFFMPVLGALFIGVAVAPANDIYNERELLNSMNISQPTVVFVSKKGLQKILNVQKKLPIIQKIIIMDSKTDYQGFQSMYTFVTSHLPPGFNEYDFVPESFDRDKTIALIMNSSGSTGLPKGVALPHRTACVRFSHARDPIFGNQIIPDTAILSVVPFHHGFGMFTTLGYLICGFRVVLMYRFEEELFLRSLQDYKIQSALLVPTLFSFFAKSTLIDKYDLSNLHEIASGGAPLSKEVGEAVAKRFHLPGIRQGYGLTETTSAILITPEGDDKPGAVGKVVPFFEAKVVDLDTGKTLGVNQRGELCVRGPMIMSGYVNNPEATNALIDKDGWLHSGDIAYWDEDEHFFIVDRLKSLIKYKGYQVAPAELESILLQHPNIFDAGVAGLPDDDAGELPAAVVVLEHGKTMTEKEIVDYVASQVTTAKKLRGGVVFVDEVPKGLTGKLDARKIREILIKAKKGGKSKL
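Biochemical qHTS of compounds, final roughly 60 µM downward over six points, against 10 nM purified firefly luciferase using Km concentrations of substrates (10 uM D-luciferin, 10 uM ATP) in Tris acetate pH 7.5 buffer; luminescence output.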
Rab9 promoter act: activates the Rab9 promoter. Huh7 Rab9 promoter-luciferase reporter, luminescence, 24 h. Potency, µM (doses to about 9.22 µM), inactives show top-dose activation, negative = inhibition, hits mostly activators. hit rate 2.8% among 320,000; further: potency means the concentration at half of the fitted maximal effect; % of control where 0% means no effect; nearly all actives have a fitted effect of over 60% in size
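Rab9 promoter-driven luciferase in stably transfected Huh7 cells; 1500 cells/well rested 2 h, exposed to compound in DMSO for 24 h at 37 °C, 5% CO2. Luminescence read 10 min after adding luciferase reagent at ambient temperature.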
Coupling enz: inhibits coupling enzyme system, counter-screen for aldolase hits; coupling enzyme system counterscreen, AmpLite Red fluorescence; activity change, negative = inhibition, % at 58.2 µM, hits read low; hit rate 0.67% among 290,000; AID 2472; in the data active means activity change below about -30%; further: on the % scale 0 is the no-effect control and ±100 the full control effect
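Activity here indicates interference with the coupling reaction, not aldolase inhibition. Compounds at 57.5 uM final met coupling enzymes for 10 min at RT; substrate and AmpLite Red detection followed, with a 525/598 nm fluorescence read after 20 min.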
KCNH2 3.1 block: inhibitors of human KCNH2 3.1 potassium channel isoform; U2OS KCNH2 3.1, thallium flux FluxOr; hits give low values; activity change, % (tested at about 1.8 µM); hit rate 0.95% among 340,000; AID 720553;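 active means maximum activity change below -70%; inconclusive means maximum activity change from -70% to -50%; inactive means maximum activity change above -50%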;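 further: thallium influx rate constant from kinetic fluorescence after stimulation buffer; on the % scale 0 is the no-effect control and ±100 the full control effect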
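Thallium flux via FluxOr fluorescence (Red40 quencher, 45 min loading) in U2OS cells virally expressing the KCNH2 3.1 isoform (1.77 x 10^8 /mL virus, overnight at 37 C). Rate constants from 2-min kinetic reads post-stimulation, normalised to positive and negative controls.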
The depositor's hits bear a star; ? = inconclusive; / = not tested or not shown; & = joins results of further samples; [ ] = another dose, or the depositor's remark. Unless noted, the call rests on the fitted dose curve; in most records, active means well fitted curve in the direction sought with a large enough effect; inconclusive means small, poorly fitted or top-dose-only effect, or another doubt; inactive means no such curve, though single readings can be large; an effect the other way counts as inactive or inconclusive.

SMILES	RORg inh	VP16 counter	Tb PFK block	Giardia killer	NPC1 prom act	uPA surface inh	ELG1 genotox	FLuc counter	Rab9 promoter act	Coupling enz	KCNH2 3.1 block
CC1CCCC(NC(=O)CCNC(=O)c2ccc(Cl)cc2)C1C (stereo unspecified)	/	/	2.1%	2.7	-0.9%	-0.7%	4.7%	-0.7%	0.8%	/	8.7
O=C(c1cccc(C(F)(F)F)c1)N(c1ccccn1)C1CCCCC1	1.1%	-3.3%	18.2%	-2.2	-6.0%	2.6%	-9.5%	-1.7%	-6.3%	-1.0	1.5
COCCNS(=O)(=O)c1ccc2c(c1)C(=O)c1cc(S(=O)(=O)NCCOC)ccc1-2	15.4%	8.8%	4.2%	-7.6	0.7%	1.7%	-1.6%	18.3%	-2.1%	-2.6	-15.6
NC(=O)c1cnccn1	7.6%&-6.2%&12.2%&1.9%	-5.2%&-10.6%&2.4%&-3.5%	-5.0%	16.0	11.2%[46.1 µM]	2.8%	-2.6%	6.9%	13.9%[46.1 µM]	2.9&5.7	9.5
O=C(Oc1ccccc1)N1CCOCC1	2.8%	1.0%	2.3%	-7.2	-4.7%	1.9%	-1.7%	-1.3%	1.4%	4.0	9.5
CCCn1c(N)c(C(=O)CSc2nc(C)nc3sc(C)c(C)c23)c(=O)[nH]c1=O	/	/	-7.8%	-14.6	-7.8%	-0.8%	21.1%	6.3%	-2.1%	/	4.8
Cc1nc(C(=O)NCCC(C)C)sc1C1(C)CC(c2cccc([N+](=O)[O-])c2)=NO1 (stereo unspecified)	5.3%	-8.0%	4.3%	2.6	-1.2%	-0.8%	-2.3%	-1.2%	-11.5%	1.0	1.5
O=C(NCc1ccc(F)cc1)C1(c2cccs2)CCOCC1	3.7%	3.5%	0.2%	3.0	-1.0%	3.8%	-0.8%	-5.8%&2.4%	1.5%	1.6	31.5
CCOC(=O)c1ccc2[nH]c(C)c(CCC(C)=O)c(=O)c2c1	-9.3%	3.3%	-5.4%	-12.3	-1.8%	-2.9%	5.4%	-2.1%	6.9%	-0.3	0.2
CC(C)(C)C(=O)[C@@H]1[C@@H]2C(=O)N(Cc3ccccc3)C(=O)[C@@H]2[C@H]2c3ccccc3C=CN12	11.2µM*	?	?	/	1.0%	/	1.7%	4.7%	0.4%	-12.1	/
COC(=O)[C@H](CC(C)C)NC(=O)NCCCc1ccccc1	0.1%	3.3%	5.4%	-7.8	-0.5%	4.1%	1.3%	-1.2%	-3.8%	4.0	0.0
O=C(NC1CCCC1)C(c1ccncc1)N(Cc1ccccc1)C(=O)c1ccc(-c2ccccc2)[nH]1 (stereo unspecified)	-42.1%[10 µM]	?	-6.3%	-16.9	-0.3%	-6.5%	-9.5%	-8.9%	-9.8%	-5.7	-11.3
O=C(Cc1ccc(F)cc1)Nc1nccs1	0.1%	-6.2%	-6.7%	2.6	-0.7%	4.0%	-10.6%	-1.3%	4.4%	1.2	-10.7
Cc1c(Cl)cccc1N(Cc1ccc(C(=O)O)cc1)S(=O)(=O)c1ccccc1	-14.6%	13.0%	1.5%	-9.2	0.2%	-4.3%	-8.1%	?	-1.4%	21.2	11.7
COc1ccc(-c2noc(N3CCCC(C(=O)Nc4cc(F)ccc4F)C3)n2)cc1 (stereo unspecified)	30.1%	?	2.6%	-6.7	16.2%	8.5%	7.0%	?	21.7%	1.9	-4.9
Cc1ccc(C)c(NC(=S)NCCCN2CCOCC2)c1	-8.4%	1.2%	-8.0%	-14.2	-1.1%	-2.0%	1.1%	0.3%	0.4%	1.2	4.9
CC1(C)Oc2ccc3ccc(=O)oc3c2/C(=C/N)C1=O	-22.2%	5.4%	-2.8%	-11.0	2.8%	-3.3%	0.5%	-0.2%	-5.5%	0.8	-5.7
CCOC(=O)C1CCCN(C(=O)c2ccc3c(c2)OCCO3)C1 (stereo unspecified)	/	/	0.1%	-16.7	-2.2%	0.1%	-1.9%	10.5%	-4.1%	/	-4.2
COC(=O)Cc1c(C)c2ccc(O)c(CNCc3ccc(OC)c(OC)c3)c2oc1=O	2.1%	2.4%	-2.1%	-22.9	1.5%	1.5%	-1.7%	-1.4%	-6.3%[1.84 µM]	1.0	-8.5
Cc1cc(C)cc(-n2nnnc2SCC(=O)Nc2nc(-c3ccc(Cl)cc3)cs2)c1	-43.3%	?	-5.9%	-6.1	0.1%	-2.2%	4.1%	-1.2%	0.2%	0.9	-32.1
O=C(C1CCCN(S(=O)(=O)c2cccc3cccnc23)C1)N1CCN(c2ccc(F)cc2)CC1 (stereo unspecified)	31.4%	-1.1%	1.1%	-3.4	-2.1%	-10.6%	-10.4%	0.8%	-1.4%	2.0	1.4
c1ccc2c(NCC3CCCO3)nc(-c3ccncc3)nc2c1 (stereo unspecified)	-26.4%	6.3%	-5.8%	-0.2	9.1%	4.5%	-3.1%	-0.7%	1.1%	1.2	24.8
Cc1cc(S(=O)(=O)N2CCN(c3ccccn3)CC2)c(C)cc1Cl	12.8%	-4.8%	0.1%	-8.5	0.6%	-1.0%	-5.4%	-2.1%	-1.0%	-1.7	-9.6
COc1cccc(Nc2ccccc2C(=O)O)c1	32.5%	8.1%	0.5%	27.8	0.8%	4.9%	12.8%	26.9µM*	12.7%	6.5	3.9
NS(=O)(=O)c1cccnc1Nc1ccc(Cl)c(Cl)c1	10.4%	15.0%	-4.8%	-1.5	-2.7%	-3.1%	1.4%	-12.9%	-2.6%	-2.2	-3.7
Cc1nnc(SCC(=O)N2CCCC(N3CCN(c4ccc(F)cc4)CC3)C2)o1 (stereo unspecified)	-11.2%	-3.3%	-3.9%	-6.2	-2.8%	0.1%	-3.3%	-4.1%	1.3%	4.9	/
Cc1ccc2nc(/C(C#N)=C\c3ccc(OC(=O)c4cccs4)cc3)[nH]c2c1	?	-27.4%	0.7%	3.6	-3.2%	?	9.4%	-3.6%	?	-0.2	-9.9
CS(=O)(=O)N1CCCC(C(=O)NC2CCCCCCC2)C1 (stereo unspecified)	14.1%	-7.4%	-6.6%	-17.9	0.3%	0.3%	/	-0.8%	-1.2%	1.8	-4.9
Cc1cnc(CNC(=O)CC2C(=O)NCCN2Cc2cccc(F)c2F)cn1 (stereo unspecified)	-16.3%	-2.6%	0.4%	-6.6	-0.7%	4.2%	0.0%	-1.0%	-3.2%	-6.8	-7.9
CC1CN(c2nn3c(=O)c4ccccc4nc3c3ccccc23)CC(C)O1 (stereo unspecified)	17.9%	-17.0%	-3.4%	6.3	-2.4%	0.2%	-1.0%	-2.0%	-12.9%	1.4	-2.0
COc1cc(OC)c(N(C)C(=O)CCNC(=O)Cn2cnc3ccccc3c2=O)cc1Cl	6.9%	5.7%	-8.8%	-12.4	-6.7%	13.2%	0.0%	4.7%&-1.8%	5.2%	-3.3	10.9
O=C(Nc1cccs1)OCCN1CCN(Cc2ccccc2)CCC1=O	3.3%	-0.9%	1.7%	27.3	-0.8%	2.2%	-2.2%	3.2%	-6.0%	-0.3	3.5
COc1cc(/C=N/NC(N)=O)ccc1OC(=O)c1ccc(C)cc1	-11.3%	0.2%	3.9%	/	0.5%	/	-1.8%	-8.7%	-4.5%	0.4	/
CC[C@H](C)[C@H](NC(N)=O)C(=O)Nc1ccc(NC(C)=O)cc1	-10.1%	-1.1%	0.6%	32.6[activator]	-0.2%	1.5%	-0.7%	-0.5%	-1.8%	-1.2	10.7
O=C1OC(OC2CCCCC2)(c2ccccc2)c2ccccc21 (stereo unspecified)	-22.9%	-0.5%	-1.5%	10.7	8.7%	-6.4%	-2.9%	-1.5%	-1.1%	4.0	-12.2
O=S1(=O)CCC(NC(=S)SCCOc2ccccc2)C1 (stereo unspecified)	-31.0%	-6.7%	-4.8%	8.8	-12.1%	12.2%	-5.9%	?	-11.5%	4.4	-6.8
O=c1[nH]c(-[n+]2ccc3ccccc3c2)c(/C=N/N=C(\[O-])c2ccccc2)s1	0.8%	?	-5.4%	2.1	-7.8%	7.4%	-1.0%	-1.6%	-5.0%	2.7	8.8
O=c1c2ccccc2sc2ccc(Cl)cc12	0.2%	1.0%	15.5%	-14.5	25.6%	3.2%	11.4%	?	21.0%	2.9	15.2
COCCNC(=O)[C@H]1C[C@@H]1[C@H](NP(=O)(c1ccccc1)c1ccccc1)c1ccccc1	-0.8%&-13.3%	-0.7%&-6.4%	0.6%	-9.6	-5.0%	0.4%	-0.4%	-2.7%	-17.4%	3.7&0.0	/
COC(=O)c1c(C)[nH]c(C(=O)OCC(=O)N(CC(C)C)c2c(N)n(Cc3ccccc3)c(=O)[nH]c2=O)c1C	/	/	-0.2%	-6.9	0.1%	0.5%	-0.8%	-9.8%	-3.2%	/	1.9
CN1CCc2ccc(NC(=O)c3ccc(C(F)(F)F)cc3)cc2C1	9.9%	29.6%	1.8%	-1.7	7.4%	-11.9%	0.8%	?	2.0%	0.0	-47.0

Screening results: PubChem BioAssay, National Center for Advancing Translational Sciences (NCATS)
